KCNH2 3.1 block: KCNH2 3.1 (human) potassium channel inhibition. U2OS KCNH2 3.1, thallium flux FluxOr; stronger effect = lower value. activity change, % (tested at about 1.8 µM). 340,000 compounds, 0.95% hits;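 active = maximum activity change below -70%; inconclusive = maximum activity change from -70% to -50%; inactive = maximum activity change above -50%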;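 note: thallium influx rate constant from kinetic fluorescence after stimulation buffer; % is set by controls: 0 for no effect and ±100 for the full control effect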
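FluxOr-based Tl+ influx in U2OS cells transduced with KCNH2 3.1 virus; rate constants normalized to DMSO controls.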
Rab9 promoter act: activators of Rab9 promoter. Huh7 Rab9 promoter-luciferase reporter, luminescence, 24 h. Potency, µM (titrated, usually from 9.22 µM), for inactives: at the highest dose activation, negative = inhibition, actives largely listed as activators. 320,000 compounds, 2.8% hits. AID 485297; note: potency is the fitted concentration of half-maximal effect; % of control where 0% means no effect; nearly all actives have a fitted effect of over 60% in size
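Promoter activation is measured as luciferase luminescence in Huh7 cells stably transfected with a Rab9 promoter–luciferase construct, following 24 h compound exposure at 37 °C and 10 min reagent incubation at ambient temperature.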
Tb PFK inh: blocks T. brucei phosphofructokinase; O15648; T. brucei PFK, ADP-Glo luminescence; Potency, µM (doses to about 57.5 µM), for the others: top-dose activity, negative = inhibition, most hits filed as inhibitors; 330,000 compounds, 0.17% hits; AID 485367;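 note: potency is the fitted concentration of half-maximal effect; 0% = uninhibited 1x PFK enzyme wells and -100% = no-enzyme wells; nearly all actives have a fitted effect of over 60% in size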
Target sequence (O15648 whole entry, looked up): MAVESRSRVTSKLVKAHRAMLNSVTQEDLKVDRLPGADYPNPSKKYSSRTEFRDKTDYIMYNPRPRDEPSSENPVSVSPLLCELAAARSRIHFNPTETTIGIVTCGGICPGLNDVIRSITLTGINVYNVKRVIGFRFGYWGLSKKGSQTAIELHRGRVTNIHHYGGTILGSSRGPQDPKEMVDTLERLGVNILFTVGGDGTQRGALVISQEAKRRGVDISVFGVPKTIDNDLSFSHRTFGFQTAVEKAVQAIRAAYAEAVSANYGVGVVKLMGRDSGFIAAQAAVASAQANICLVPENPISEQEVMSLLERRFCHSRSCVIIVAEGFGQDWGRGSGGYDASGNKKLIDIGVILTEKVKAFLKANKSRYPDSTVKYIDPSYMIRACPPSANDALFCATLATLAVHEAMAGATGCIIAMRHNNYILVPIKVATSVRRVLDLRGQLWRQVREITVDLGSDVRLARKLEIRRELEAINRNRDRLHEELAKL
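1.25 nM PFK with 0.5 mM F6P and 0.1 mM ATP in 0.1 M TEA pH 8.0, 5 mM MgCl2, incubated 45 min at room temperature; ADP measured by ADP-Glo luminescence; compounds titrated up to 57 uM.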
RORgamma inh: ROR gamma (mouse) transcription inhibition; Potency, µM (top dose mostly 53.6 µM), for inactives: top-dose activity change, negative = inhibition, actives largely listed as inhibitors; Drosophila S2 Gal4-RORgamma UAS-luciferase reporter, 20 h; AID 2551; 310,000 compounds, 5.4% hits; P51450; note: potency is the fitted concentration of half-maximal effect; % is set by controls: 0 for no effect and ±100 for the full control effect; nearly all actives have a fitted effect of over 60% in size
Target sequence (P51450 whole entry, looked up, the tested form may be a part): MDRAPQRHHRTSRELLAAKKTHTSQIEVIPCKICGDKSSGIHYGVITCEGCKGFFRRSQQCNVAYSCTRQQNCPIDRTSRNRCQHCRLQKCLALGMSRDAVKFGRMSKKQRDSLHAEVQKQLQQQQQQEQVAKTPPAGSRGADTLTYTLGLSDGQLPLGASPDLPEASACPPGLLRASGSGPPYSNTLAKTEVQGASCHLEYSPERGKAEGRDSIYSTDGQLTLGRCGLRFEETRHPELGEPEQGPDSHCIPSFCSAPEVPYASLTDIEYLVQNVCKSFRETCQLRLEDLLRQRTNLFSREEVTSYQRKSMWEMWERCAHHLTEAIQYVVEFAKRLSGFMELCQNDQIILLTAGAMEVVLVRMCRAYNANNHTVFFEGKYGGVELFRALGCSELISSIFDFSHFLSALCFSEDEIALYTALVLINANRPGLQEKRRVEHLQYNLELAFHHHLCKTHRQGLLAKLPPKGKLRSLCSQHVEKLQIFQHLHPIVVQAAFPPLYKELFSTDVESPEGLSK
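Compounds are pin-transferred onto Drosophila Schneider cells expressing a copper-inducible Gal4–ROR gamma transactivation domain fusion. After 1 hr, copper sulfate is added to 700 uM final; luciferase is read 20 hr later.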
Gal4-VP16 FLuc: Gal4-VP16 reporter inhibition counter-screen | AID 2546 | 310,000 compounds, 3.5% hits | Potency, µM (doses to about 53.6 µM), without a hit: top-dose activity, negative = inhibition, usual class: inhibitors | Drosophila S2 Gal4-VP16 UAS-luciferase, luminescence, 20 h;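 note: Gal4-VP16 expression switched on by copper sulfate through the metallothionein promoter; potency is the fitted concentration of half-maximal effect; % is set by controls: 0 for no effect and ±100 for the full control effect; nearly all actives have a fitted effect of over 50% in size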
uPA generation: cell surface uPA generation inhibition; AID 540303; Potency, µM (doses to about 38.3 µM), inactives show at the highest dose activity change, negative = inhibition, most hits filed as inhibitors; 330,000 compounds, 0.31% hits; cell surface uPA generation assay, qHTS; active = well fitted inhibition curve with a large enough effect; inconclusive = small, poorly fitted or top-dose-only effect; inactive = no such curve, though single readings can be large or run the other way; tested in mouse RAW 264.7 cells; note: potency is the fitted concentration of half-maximal effect; % is set by controls: 0 for no effect and ±100 for the full control effect; nearly all actives have a fitted effect of over 55% in size
Coupling enz: inhibits coupling enzyme system, counter-screen for aldolase hits; coupling enzyme system counterscreen, AmpLite Red fluorescence; activity change, negative = inhibition, % at 58.2 µM, hits read low; 290,000 compounds, 0.67% hits; in the data active = activity change below about -30%; note: % is set by controls: 0 for no effect and ±100 for the full control effect
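Fluorescence at 525 nm excitation and 598 nm emission measured inhibition of the coupled detection system without aldolase. Compounds (at 57.5 uM final) were preincubated 10 min at room temperature with coupling enzyme reagent before a 20 min substrate/AmpLite Red step.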
Giardia killer: Giardia lamblia killing. Giardia lamblia trophozoite viability. activity change, % at 7.66 µM, hits read low. 340,000 compounds, 0.15% hits; in the data active = activity change below about -80%; inconclusive = between about -30% and that limit;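 note: parasites exposed to compound for two days anaerobically before the ATP read; % is set by controls: 0 for no effect and ±100 for the full control effect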
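Giardia lamblia trophozoites (100 cells/well) were incubated with compounds for 48 h at 37 deg C under anaerobic conditions. Viability was read as ATP content by one-step luminescence after 15-30 min at room temperature.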
ELG1 genotoxic: genotoxicity induction in ELG1-luciferase HEK293T cells. HEK293T ELG1-luciferase reporter, luminescence, 16 h. Potency, µM (series often up to 46 µM), for inactives: at the highest dose activity change, positive = activation, usual class: activators. AID 504466. 330,000 compounds, 1.3% hits; note: potency is the fitted concentration of half-maximal effect; % of control where 0% means no effect; nearly all actives have a fitted effect of over 60% in size
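Quantitative HTS format in 1536-well plates. HEK293T ELG1-luciferase reporter cells receive test compound and are incubated 16 hr at 37 °C, 5% CO2; ONE-Glo added, 30 min room temperature, then luminescence read.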
FLuc counter: firefly luciferase modulation, counter-screen for miR-21 project; Potency, µM (series often up to 57.5 µM), for inactives: at the highest dose activity change, negative = inhibition, actives largely listed as inhibitors; P08659; AID 588342; purified FLuc, Km substrates, luminescence inhibition; 360,000 compounds, 6.9% hits;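 note: potency is the fitted concentration of half-maximal effect; plate controls were vehicle for no effect and reference inhibitor for full effect; nearly all actives have a fitted effect of over 55% in size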
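Purified P. pyralis luciferase (10nM final) with 10uM D-luciferin and 10uM ATP (Km levels) in 50mM Tris acetate pH 7.5, 10mM Mg acetate, 0.01% Tween-20, 0.05% BSA; qHTS 6-point titration, ~60 µM downward; luminescence read.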
NPC1 prom act: activators of NPC1 promoter | Huh7 NPC1 promoter luciferase reporter, 24 h | 320,000 compounds, 2.4% hits | AID 485313 | Potency, µM (titrated, usually from 9.22 µM), inactives show at the top dose activation, actives largely listed as activators;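 note: potency is the fitted concentration of half-maximal effect; % of control where 0% means no effect; nearly all actives have a fitted effect of over 60% in size; reporter is driven by a mutant NPC1 promoter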
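NPC1 promoter–luciferase Huh7 cells; 24 h compound; luminescence.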
The depositor's hits bear a star; ? = inconclusive; · = no result given; & = joins results of further samples; [ ] = remark or other dose. Unless noted, calls come from the whole dose curve; as a rule, active = well fitted curve in the direction sought with a large enough effect; inconclusive = small, poorly fitted or top-dose-only effect, or another doubt; inactive = no such curve, though single readings can be large; an effect the other way counts as inactive or inconclusive.

molecule | KCNH2 3.1 block | Rab9 promoter act | Tb PFK inh | RORgamma inh | Gal4-VP16 FLuc | uPA generation | Coupling enz | Giardia killer | ELG1 genotoxic | FLuc counter | NPC1 prom act
C1CCc2c(nc3nnnn3c2NCC2CC2)C1 | 6 | -3% | -3% | 22% | 7% | 11% | 0 | 3 | 6% | -2% | -2%
Cc1onc(-c2c(Cl)cccc2Cl)c1C(=O)NCc1cccs1 | 10 | -1% | -2% | -6% | -6% | 3% | 5 | -1 | -2% | 9% | -5%
c1ccc2c(C[n+]3csc4ccccc43)cccc2c1 | -8 | -6% | -5% | ? | -22% | · | -2 | 3 | 4% | ? | 1%
Cc1cc(C)n(/N=C/c2ccco2)c(=O)c1C#N | -14 | -6% | -14% | -20% | 2% | 1% | 1 | 4 | 0% | -1% | -1%
CC(=O)Nc1cccc(Oc2nc(-c3ccccn3)nc3ccccc23)c1 | -8 | -1% | 0% | 5.6µM* | ? | -3% | -7 | 0 | -15% | 15µM* | -6%
COc1ccc(C)cc1-n1nnnc1SCC(=O)Nc1cc(C)on1 | 13 | 0% | -1% | ? | -1% | · | -5 | -6 | 0% | 1% | -1%
CC1CCc2sc(C(=O)N/N=C/c3ccc([N+](=O)[O-])cc3)cc2C1 (stereo not given) | 3 | -3% | 10% | 1% | -8% | 1% | 3 | -9 | 1% | 5% | -4%
N#Cc1cc(Sc2ccccn2)c(Sc2ccccn2)cc1C#N | 12 | 8% | -1% | 0% | 4% | · | 2 | 41[activator] | 1% | -8% | -2%
CCCCOc1ccc(C(=O)NCC(=O)NCCOc2ccccc2OC)cc1 | 19 | 2% | 0% | · | · | 12% | · | -4 | 1% | -2% | 0%
O=C(CCC1COc2ccccc2O1)Nc1ccc(Cl)cn1 (stereo not given) | -4 | -3% | 12% | ? | 19% | 5% | 2 | 15 | ? | -12% | 0%
O=c1[nH]c(/C=C\c2cccc(Cl)c2)nc(O)c1[N+](=O)[O-] | 0 | 5% | -1% | -1% | -2% | 20% | 1 | -3 | 6% | -3% | 3%
COc1cccc(CC(=O)NCC2(N3CCCCC3)CCCCC2)c1 | 9 | -11% | 0% | 4% | -4%[10 µM] | 4% | -1 | -16 | 0% | 1% | 1%
CCOC(=O)c1c(C=O)c(C)n(Cc2ccccc2)c1C | -1 | 0% | -2% | -28% | 9% | 0% | 3 | -1 | -2% | 0% | 0%
COc1ccc(-c2cn[nH]c2-c2ccc(O)cc2O)cc1OC | -9 | 0% | -9% | -3% | -3% | -5% | 1 | -8 | -1% | 1% | -1%
CC(=O)c1cccc(Nc2cc(C)nc3c(C)cccc23)c1 | -12 | -6% | -5% | 8% | -3% | -1% | -2 | 4 | -3% | -4% | 10%
CO/N=C/c1ccc(Oc2ccc(C)cc2)nc1 | 23 | 20% | -1% | 35% | 5% | -4% | 0 | 5 | 15% | 17µM* | 18%
O=C(CN1C(=O)NC2(CCOc3ccccc32)C1=O)NCc1ccc(F)cc1 (stereo not given) | -1 | 0% | -4% | · | · | -4% | · | 11 | 1% | -2% | 0%
COc1ccc(NC(=O)NC2(C(=O)N3CCCCCC3)CCCCC2)cc1 | 4 | 1% | 3% | 3% | 3% | -8% | 1 | -8 | 2% | 1% | 23%
COc1ccccc1OCC(=O)NC1CCCCCCC1 | 1 | · | 1% | · | · | -2% | · | -13 | -1% | · | ·
CC(Oc1ccc(Cl)cc1)C(=O)/C=C/N(C)C (stereo not given) | 15 | 0% | -1% | -3% | 3% | 0% | -1 | -2 | 1% | 4% | 2%
CCc1ccc(NC(=O)CS(=O)CC(=O)NCC2OCCc3ccccc32)cc1 (stereo not given) | 10 | -4% | -10% | 19% | 10% | -2% | 2 | -12 | -1% | 3% | 1%
O=C(Cn1c(=O)oc2cc(S(=O)(=O)N3CCCC3)ccc21)Nc1ccccc1Br | -1 | 0% | -3% | 44% | -4% | 0% | 0 | -4 | -4% | -2% | 0%
O=S(=O)(NC1c2cccc3cccc(c23)C1Sc1ncccn1)c1ccccc1 (stereo not given) | 0 | 2% | 3% | -22% | -4% | 4% | 0 | 7 | -3% | -19% | 0%
C[N+](C)(C)CCCCCC[N+](C)(C)C | -4 | -38%&1%[inhibitor][46.1 µM] | · | 0%[10 µM] | 6% | -5% | 8&-1 | 1 | · | · | 0%&1%[46.1 µM]
Nc1nonc1C(=O)NCCNCc1c(OCc2ccccc2F)ccc2ccccc12 | -25 | -6% | 1% | 11% | -10% | · | 0 | 4 | -17% | -1% | 0%
CN(C(=O)COC(=O)/C=C/c1ccc(C(F)(F)F)cc1)c1c(N)n(Cc2ccccc2)c(=O)[nH]c1=O | 7 | -1% | -5% | · | · | -6% | · | -10 | 0% | 7% | -2%
COc1ccc(NC(=O)CSc2nnc(-c3ccccc3Cl)n2Cc2ccco2)c(OC)c1 | 1 | -4% | 4% | 6% | 4% | 1% | 0 | 25 | -5% | 4% | -2%
O=C(CSc1nnnn1-c1ccc2c(c1)OCCO2)N1CCc2ccccc21 | 17 | 10% | -2% | 7% | 4% | -2% | 1 | -26 | 1% | -9% | 2%
Cc1onc(C(=O)NCCc2ccccc2)c1[N+](=O)[O-] | -14 | -5% | 1% | 27% | 0% | -8% | 1 | 12 | 0% | -7% | -1%
O=C(CCN1C(=O)S/C(=C\c2ccccc2)C1=O)NC1CCS(=O)(=O)C1 (stereo not given) | -18 | 10% | 0% | 2% | 5% | -5% | · | 6 | 0% | -15% | 1%
O=C(NCc1ccco1)C(c1ccccc1F)N(Cc1cccnc1)C(=O)Cn1nnc2ccccc21 (stereo not given) | 12 | 3% | 2% | 13% | 5% | -4% | 0 | -14 | 2% | 7% | 2%
CCOc1ccccc1Nc1nnc(SCC(=O)NCC2CCCO2)s1 (stereo not given) | 23 | · | 3% | · | · | -3% | · | -5 | -3% | · | ·
O=c1[nH]c(N/N=C\c2ccc3c(c2)OCO3)nc2ccccc12 | · | 0.56µM* | -21% | ? | ? | -12% | 2 | -3 | ? | 3.8µM* | 0.79µM*
Cc1cc(C(=O)OCC(=O)Nc2cccnc2Cl)c2ccccc2n1 | -12 | 0% | 4% | -3% | 10% | -2% | 1 | -13 | 2% | -7% | 1%
CC(C)Cc1nnc(NC(=O)C2CSC3(C)CCC(=O)N23)s1 (stereo not given) | 15 | -7% | 3% | · | · | 3% | · | 47[activator] | 2% | -1% | 1%
Cc1nc2ccc(S(=O)(=O)NCC(=O)NCc3ccc4c(c3)OCO4)cc2s1 | -2 | 9% | -16% | ? | -15% | 5% | 2 | -19 | 2% | 0% | 3%
COc1ccc(C2Oc3ccccc3N2C(C)=O)cc1 (stereo not given) | 4 | -1% | 0% | -11% | -4% | -1% | 5 | 3 | -1% | 1% | -1%
COc1ccc(NC(=S)N2CCN(S(=O)(=O)c3ccccc3)CC2)cc1OC | · | -2% | 0% | 8% | 0% | -1% | 3 | -10 | -1% | 0% | 1%
C/C(Cl)=C/Cn1c(SCCN2CCOCC2)nc2c1c(=O)[nH]c(=O)n2C | 0 | -3% | 0% | 8% | 3% | 8% | 0 | 18 | -3% | 2% | -2%
COc1ccccc1NC(=O)C(=O)NNC(=O)COc1ccc2ccccc2c1 | · | -5% | 5% | ? | 10% | · | 6 | · | -2% | -3% | -1%
Cc1ccc(S(=O)(=O)CNC(=S)c2ccc3ccccc3c2)cc1 | 4 | 0% | ? | 11µM* | ? | -1% | 2 | 6 | ? | ? | -3%

3 consecutive records out of the list so far:
molecule | KCNH2 3.1 block | Rab9 promoter act | Tb PFK inh | RORgamma inh | Gal4-VP16 FLuc | uPA generation | Coupling enz | Giardia killer | ELG1 genotoxic | FLuc counter | NPC1 prom act
C/C(Cl)=C/Cn1c(SCCN2CCOCC2)nc2c1c(=O)[nH]c(=O)n2C | 0 | -3% | 0% | 8% | 3% | 8% | 0 | 18 | -3% | 2% | -2%
COc1ccccc1NC(=O)C(=O)NNC(=O)COc1ccc2ccccc2c1 | · | -5% | 5% | ? | 10% | · | 6 | · | -2% | -3% | -1%
Cc1ccc(S(=O)(=O)CNC(=S)c2ccc3ccccc3c2)cc1 | 4 | 0% | ? | 11µM* | ? | -1% | 2 | 6 | ? | ? | -3%

Compound activity (PubChem)

Hits appear at their usual frequency; 14% or so of the library scored in one or more.
